High-throughput results deposited in PubChem by several laboratories.
MazEF act: activators of E. coli MazEF toxin-antitoxin RNase, primary screen, biochemical, fluorescence, uHTS | hit rate 0.32% among 350,000 | FAM/BHQ RNA-DNA oligo cleavage fluorescence, 5 h | activation, % at 20 µM | AID 504720, 2011 | Endoribonuclease toxin MazF (Escherichia coli (strain K12)), P0AE70; in the data active = activation above about 50%
Target sequence (P0AE70 whole entry, looked up): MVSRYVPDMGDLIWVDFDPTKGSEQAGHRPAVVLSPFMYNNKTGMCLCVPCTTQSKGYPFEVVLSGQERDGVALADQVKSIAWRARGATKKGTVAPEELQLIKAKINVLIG
BoNT-F LC inh: BoNT/F light chain protease inhibitors, primary screen, biochemical, flow cytometry, MLPCN library | Multiplex microsphere protease cleavage assay | hit rate 0.22% among 360,000 | Botulinum neurotoxin type F light chain protease (Clostridium botulinum) | inhibition, % at 10 µM; in the data active = inhibition above about 35%, passing the limit was not always enough; inconclusive = no clear call, values can overlap the other calls; also: plate controls were buffer without enzyme for full effect and enzyme alone for no effect
Rv3671c inh: Rv3671c serine protease inhibitors, primary screen, biochemical, fluorescence polarization, M. tuberculosis H37Rv; P9WHR9; inhibition, % at 5.96 µM; hit rate 0.048% among 320,000; in the data active = inhibition above about 38%;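 also: extracellular domain of Rv3671c used as enzyme; 0% = enzyme with DMSO and 100% = no enzyme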
PrPC TRFRET: inhibitors of human cell surface prion protein PrPC, primary screen, cell-based, TR-FRET. Major prion protein (Homo sapiens), P04156. TR-FRET read-out. inhibition, % at 13.8 µM. hit rate 0.43% among 370,000. AID 720596, 2013; in the data active = inhibition above about 24%; also: 0% = median of the test wells and 100% = reference compound wells
Anthrax LF inh2: Bacillus anthracis LF protease inhibitors, primary screen, biochemical, multiplex microsphere, MLPCN library; hit rate 0.12% among 360,000; AID 588501, 2011; multiplex microsphere protease cleavage assay; Lethal factor (Bacillus anthracis), P15917; inhibition, % at 10 µM; also: plate controls were buffer without enzyme for full effect and enzyme alone for no effect
Target sequence (P15917 whole entry, looked up): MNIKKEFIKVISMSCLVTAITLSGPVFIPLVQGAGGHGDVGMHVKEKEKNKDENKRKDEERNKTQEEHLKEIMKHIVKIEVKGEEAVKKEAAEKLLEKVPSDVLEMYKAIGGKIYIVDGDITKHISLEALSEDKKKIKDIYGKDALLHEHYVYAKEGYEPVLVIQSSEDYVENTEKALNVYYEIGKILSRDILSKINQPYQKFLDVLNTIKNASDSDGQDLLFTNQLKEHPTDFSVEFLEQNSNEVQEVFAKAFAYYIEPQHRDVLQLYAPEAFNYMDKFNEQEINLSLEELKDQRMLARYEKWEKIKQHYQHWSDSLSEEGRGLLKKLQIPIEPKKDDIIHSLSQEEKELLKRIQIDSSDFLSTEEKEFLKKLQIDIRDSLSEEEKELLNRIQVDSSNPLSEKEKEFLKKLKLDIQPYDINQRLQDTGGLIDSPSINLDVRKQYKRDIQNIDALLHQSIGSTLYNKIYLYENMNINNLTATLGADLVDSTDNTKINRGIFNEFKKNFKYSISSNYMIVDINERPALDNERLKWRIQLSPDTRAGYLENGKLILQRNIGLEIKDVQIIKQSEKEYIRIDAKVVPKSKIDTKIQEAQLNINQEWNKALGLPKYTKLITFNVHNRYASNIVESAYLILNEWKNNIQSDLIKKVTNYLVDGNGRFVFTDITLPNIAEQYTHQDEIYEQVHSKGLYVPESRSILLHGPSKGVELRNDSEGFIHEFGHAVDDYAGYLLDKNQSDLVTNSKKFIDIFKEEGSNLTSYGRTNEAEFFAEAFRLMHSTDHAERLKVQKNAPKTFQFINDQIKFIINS
DUSP3 inh: VHR1 phosphatase inhibitors, primary screen, biochemical, absorbance, uHTS | recombinant VHR phosphatase, pNPP absorbance | inhibition, % at 13.3 µM | hit rate 0.52% among 290,000 | AID 1654, 2009; in the data active = inhibition above about 50%; also: some compounds called inactive have numbers as strong as hits
Target sequence (P51452 whole entry, looked up): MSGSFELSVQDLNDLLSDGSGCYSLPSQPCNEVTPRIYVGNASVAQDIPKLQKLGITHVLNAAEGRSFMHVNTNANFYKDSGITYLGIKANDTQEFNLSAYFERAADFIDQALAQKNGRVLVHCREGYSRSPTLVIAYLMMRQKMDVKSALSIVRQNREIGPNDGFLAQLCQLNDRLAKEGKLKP
CCHFV vOTU inh: CCHFV vOTU protease inhibitors, primary screen, biochemical, Pep-AMC substrate, fluorescence; Crimean-Congo hemorrhagic fever virus L polyprotein viral ovarian tumor (vOTU) protease …; inhibition, % at 11.5 µM; AID 651958, 2012; hit rate 0.55% among 370,000; in the data active = inhibition above about 30%; also: 0% = vehicle wells with enzyme and 100% = no enzyme wells
SARS 3CLpro inh: SARS-CoV 3CLpro protease inhibitors, primary screen, biochemical, quenched FRET; Replicase polyprotein 1ab (Severe acute respiratory syndrome coronavirus), P0C6X7; recombinant SARS-CoV 3CLpro, quenched FRET peptide cleavage; inhibition, % at 6 µM; hit rate 0.14% among 290,000; AID 1706, 2009; in the data active = inhibition above about 12%
PriA SSB inh: inhibitors of Klebsiella pneumoniae PriA binding to SSB C-terminal tail, primary screen, biochemical, AlphaScreen; AlphaScreen SSBct-PriA binding, biotinylated peptide; PriA–SSB C-terminal tail interaction (Klebsiella pneumoniae); hit rate 0.6% among 430,000; inhibition, % at 33 µM; in the data active = inhibition mostly above about 37%, no sharp cut-off; inactive = mostly below about 20%;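 also: plate controls were negative control peptide for no effect and reference peptide for full effect; strong numbers were not always called active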
BoNT-A LC inh2: BoNT/A light chain protease inhibitors, primary screen, biochemical, flow cytometry, MLPCN library | Botulinum neurotoxin type A light chain protease (Clostridium botulinum A str. ATCC 3502) | multiplex microsphere protease substrate cleavage | inhibition, % at 10 µM | hit rate 0.17% among 360,000 | AID 588499, 2011; also: plate controls were buffer without enzyme for full effect and enzyme alone for no effect
* marks the source's active call; other numbers are inactive results; u = inconclusive; x = not tested or not shown. Rule as the data show it, unless noted: active = inhibition above about 30%; inconclusive = no clear call, values can overlap the other calls; inactive = below that. Only part of the results is shown; rates above refer to the full screens.

entry	SMILES	MazEF act	BoNT-F LC inh	Rv3671c inh	PrPC TRFRET	Anthrax LF inh2	DUSP3 inh	CCHFV vOTU inh	SARS 3CLpro inh	PriA SSB inh	BoNT-A LC inh2
1	OC(c1cc(Cl)cc(Cl)c1)c1ncc(-c2ccccc2C(F)(F)F)[nH]1 (centres undefined)	x	-5	x	-7	-6	x	11	x	x	-0.4
2	CCCCOC(=O)Nc1nc2ccc(OC)cc2s1	-2	-6	11	7	-7	2	-10	-5	-3	-1.3
3	O=C(NCc1ccco1)c1cc(-c2cccnc2)nc2ccccc12	8	-4	-8	-7	0	0	-2	-3	-2	-0.8
4	Cc1noc(C)c1-c1ccc(C(=O)Nc2cccc(C(F)(F)F)c2)c2occc12	x	-2	x	5	-2	x	14	x	x	-0.2
5	CCOC(=O)c1c(C)[nH]c(C(=O)COC(=O)c2oc3ccccc3c2C)c1C	-17	-12	-2	1	-13	6	-7	-4	-6	-1.4
6	CC(C)NCCCCOc1cccc(Br)c1	2	0	5	2	0	-10	3	1	-6	0.3
7	N#CCSc1nc(N)c(C#N)c(C2CCCCC2)c1C#N	2	-3	-5	9	-2	26	8	6	-4	0.0
8	Cc1ccc(Oc2ccc(Oc3ccc(C)cc3)nn2)cc1	8	4	-1	4	1	9	13	3	-26	0.6
9	COP(=O)(c1ccc(N(C)C)cc1)C(O)c1ccccc1 (centres undefined)	-1	-19	3	-2	-2	0	-12	-2	-16	-0.4
10	Cc1sc(N/N=C/C=C/c2ccccc2)nc1-c1ccccc1	5	7	7	2	1	16	0	-2	x	0.4
11	NC(=O)C1CCN(C(=O)CN2CCN(c3cccc(C(F)(F)F)c3)CC2)CC1	-2	-15	-4	-4	-5	25	6	-2	-8	0.2
12	C/C(=N\NC(=O)c1ccc(O)cc1)c1ccc(N2CCOCC2)cc1	10	-3	-8	1	-1	22	10	3	x	-0.8
13	Cc1ccc(C2=CC(c3ccc(C)cc3)n3ncnc3N2)cc1 (centres undefined)	8	-8	-16	-9	-4	x	-1	x	-6	0.0
14	Cc1ccc(F)cc1NC(=O)CSc1nc(Nc2ccccc2)nc(N2CCOCC2)n1	2	-9	-4	0	2	-4	0	4	-14	-0.9
15	CCc1cc2c3c(c(=O)oc2cc1OC)CCCC3	2	-12	4	-4	0	-2	-9	-11	-8	0.4
16	COc1cc(C(=O)NC(c2ccccc2)c2ccccc2)cc(Cl)c1OC	0	0	-9	x	0	38	x	3	-6	0.7
17	COc1ccccc1-n1c(SCC(=O)N2CCOCC2)nc2ccccc2c1=O	7	3	-1	10	-2	3	8	1	0	3.0
18	COc1ccc(C)cc1NC(=O)C(OC(=O)c1cnc(C)cn1)c1ccccc1 (centres undefined)	-4	3	-1	5	-2	x	-7	x	21	2.9
19	Cc1nc2nc(COc3ccccc3)[nH]n2c(=O)c1C	8	-2	8	-1	0	7	-2	-5	-10	-0.5
20	Cc1ccsc1CN(C)c1ncnc2ccc(-c3ccoc3)cc12	x	6	x	-2	1	x	0	x	x	1.2
21	O=C(CCC(=O)N1CCC2(CC1)OCCO2)Nc1nnc(C2CCCCC2)s1	3	u	8	5	1	13	-9	4	5	-2.5
22	CCOCCCNC(=O)C1CCN(C(=O)N(C)C)CC1	7	-2	1	-2	0	17	3	4	-7	0.4
23	Cc1ccc(Sc2ncccc2/C=N/O)cc1	-9	-6	-9	2	0	-10	7	3	x	-0.3
24	O=C(CN1C(=O)NC2(CCCc3ccccc32)C1=O)Nc1ccccc1OC(F)F (centres undefined)	3	-5	4	7	-2	x	-5	x	0	0.4
25	CCN1C(=O)/C(=C/c2ccc3c(c2)CCN3CCCCl)C(=O)NC1=S	4	-9	-3	-2	-4	-16	15	-1	-21	1.6
26	CC(C)n1ncc(N2CCOCC2)c(Cl)c1=O	-11	-15	-4	5	9	-16	3	0	-1	-0.7
27	Cc1ccnc(NC(=O)CNC(=O)c2cccs2)c1	6	x	-5	1	x	x	3	x	6	x
28	Cc1cc2c(cc(C(=O)OCC(=O)NCc3ccco3)n2C)s1	-2	3	-11	4	0	15	12	4	-26	1.0
29	CCCn1c(C(C)Nc2nc(-c3cccc(Br)c3)cs2)nc2ccccc21 (centres undefined)	-7	5	-6	2	-7	-26	14	-1	9	-0.5
30	CC(C)NC(=O)/C(C#N)=C/c1ccc2c(c1)OCCO2	-3	-7	4	0	-3	35	-7	2	-2	-0.7

31) Cc1c(C(=O)NCc2ccc3c(c2)OCCO3)sc(=O)n1Cc1ccc2c(c1)OCO2
32) COc1ccc(C(=O)N2C=Cc3ccccc3C2C(N)=O)cc1 (centres undefined)
33) CC(C)CNC(=O)c1c(N)n(Cc2ccc3c(c2)OCO3)c2nc3ccccc3nc12
34) Cc1cc(OCC(=O)NCCc2ccc(Cl)cc2)c2c(C)cc(=O)oc2c1
35) Cc1ccc2nc(C)c(Cl)c(=O)n2c1
Compound | 31 | 32 | 33 | 34 | 35
MazEF act | x | 6 | -3 | 6 | 0
BoNT-F LC inh | -5 | 1 | 4 | 5 | 14
Rv3671c inh | x | x | -87 | 0 | -1
PrPC TRFRET | -2 | -4 | -2 | -4 | -7
Anthrax LF inh2 | -1 | -1 | 8 | 0 | -1
DUSP3 inh | x | x | -2 | -4 | 24
CCHFV vOTU inh | -1 | 5 | -10 | 5 | 2
SARS 3CLpro inh | x | x | 9 | 1 | -1
PriA SSB inh | x | x | -6 | -2 | -9
BoNT-A LC inh2 | -0.2 | -0.8 | 23 | 0.4 | 0.7

36) Cc1ccc(NC(=O)NCc2cccnc2)cc1
37) C[C@]12CCC3C(CC[C@H]4CC(O)CC[C@]34C)C1CC/C2=N/NC(=O)c1ccncc1 (some centres undefined)
38) CC(O)C1C=CC=CC(=O)OC2CC3OC4C5OC5(C)CCC4(COC(=O)C4OC4(C)C(O)CO1)C2(C)C31CO1 (centres undefined)
39) COc1ccc(CC(=O)Oc2ccc(C)cc2C)cc1
40) Cc1[nH]n(-c2cccc3ccccc23)c(=O)c1C=Nc1ccc2[nH]c(=O)[nH]c2c1
Compound | 36 | 37 | 38 | 39 | 40
MazEF act | 3 | 0 | 2 | -7 | 13
BoNT-F LC inh | -3 | 20 | -11 | -16 | -8
Rv3671c inh | -4 | -4 | x | 2 | 15
PrPC TRFRET | -10 | 10 | 90* | 0 | 1
Anthrax LF inh2 | -2 | 17 | -4 | 1 | -2
DUSP3 inh | 19 | 2 | x | -8 | 7
CCHFV vOTU inh | 1 | 8 | -3 | 7 | 15
SARS 3CLpro inh | 0 | -2 | x | 0 | -1
PriA SSB inh | -3 | x | x | -101 | -8
BoNT-A LC inh2 | -3.9 | 2.5 | -0.4 | -7.2 | 0.2

41) CCOC(=O)C1=C(O)/C(=C\c2ccc(O)c(OCC)c2)N=C1C
42) Cc1nnc(SCC(=O)NC2CCCCC2C)s1 (centres undefined)
43) Cc1[nH][nH]c(=O)c1N=Nc1ccc(S(N)(=O)=O)cc1
44) Clc1ccc(COn2c(-c3ccccc3)nc3ccccc32)cc1
45) N#CCCn1c(SCC(=O)NCC2CCCO2)nc2ccccc21 (centres undefined)
Compound | 41 | 42 | 43 | 44 | 45
MazEF act | -72 | 0 | 5 | -7 | 7
BoNT-F LC inh | -4 | -12 | x | -1 | -24
Rv3671c inh | 12 | -1 | 3 | -19 | 11
PrPC TRFRET | -6 | 6 | -47 | 9 | 0
Anthrax LF inh2 | -5 | -2 | x | -6 | 0
DUSP3 inh | 13 | -1 | x | 7 | 22
CCHFV vOTU inh | -3 | 5 | 22 | 1 | 7
SARS 3CLpro inh | -3 | 2 | x | 3 | 8
PriA SSB inh | -2 | -1 | -1 | -40 | 6
BoNT-A LC inh2 | -0.2 | -1.2 | x | 0.3 | 0.0

46) Cc1ccc(S(=O)(=O)N(C)c2ccc(OC(=O)CN3C(=O)NC(C)(c4ccccc4)C3=O)cc2)cc1C (centres undefined)
47) Cc1ccc(-n2cc3ccc([N+](=O)[O-])cc3n2)cc1
48) COc1c(Cl)cc(Cl)cc1C(=O)Nc1ccc(CN2CCOCC2)cc1
49) O=C(CNS(=O)(=O)c1ccccc1)Nc1ccccc1Br
50) CC(=O)Nc1ccc(NC(=O)[C@H](C)NC(=O)c2ccco2)cc1
Compound | 46 | 47 | 48 | 49 | 50
MazEF act | -2 | 10 | -1 | -2 | 5
BoNT-F LC inh | 0 | -17 | -29 | -12 | -44
Rv3671c inh | x | 1 | x | 4 | -5
PrPC TRFRET | -2 | -5 | 8 | 0 | 0
Anthrax LF inh2 | -2 | -2 | 0 | -2 | 3
DUSP3 inh | x | 9 | 15 | 10 | -29
CCHFV vOTU inh | 16 | 6 | -11 | 2 | 5
SARS 3CLpro inh | x | 0 | 4 | -2 | 0
PriA SSB inh | 1 | -12 | -6 | -13 | -10
BoNT-A LC inh2 | 0.9 | 2.3 | -3.7 | -2.8 | -3.5

51) O=C(Nc1ccc(C(=O)N2CCC(N3CCOCC3)CC2)cc1)c1ccc(Br)o1
52) Cc1cc(C)c(C)c(/C=C(/C#N)C(N)=S)c1C
53) Cc1cccc(C(C)C)c1NC(=O)CSc1ncnc2[nH]ncc12
54) CCOC(=O)c1ccc(NC(=O)CSc2nnc(CNC(=O)c3c(F)cccc3Cl)o2)cc1
55) COc1ccccc1N1CCN(S(=O)(=O)c2ccc(Br)s2)CC1
Compound | 51 | 52 | 53 | 54 | 55
MazEF act | -2 | 1 | 4 | -2 | -21
BoNT-F LC inh | -4 | 1 | 3 | 9 | -2
Rv3671c inh | -14 | 4 | -2 | -3 | -1
PrPC TRFRET | -2 | -6 | 1 | 4 | -17
Anthrax LF inh2 | 2 | -2 | 0 | -1 | -3
DUSP3 inh | x | 14 | x | -3 | 17
CCHFV vOTU inh | 0 | -9 | -7 | -1 | -2
SARS 3CLpro inh | x | 10 | x | 6 | 0
PriA SSB inh | 5 | -5 | 5 | -7 | -11
BoNT-A LC inh2 | 0.0 | 0.3 | -0.5 | 0.4 | 1.6

56) COc1ccc(Cl)cc1NC(=O)CCN1CCN(Cc2ccccc2)CC1
57) COc1ccc(N)c2c1OCCC2=O
58) O=C1CN(S(=O)(=O)c2ccccc2C(F)(F)F)CCN1
59) Cc1ccc(-n2c(N)c(C(=O)N3CCOCC3)sc2=S)c(C)c1
60) O=C(c1cccc(F)c1)N1CCC(N2CCOCC2)CC1
61) CC(C)CN(C(=O)C1COc2ccccc2O1)c1c(N)n(CC(C)C)c(=O)[nH]c1=O (centres undefined)
62) CC1(C(=O)NCc2cccc3ccccc23)CCN1CCc1ccccc1 (centres undefined)
Compound | 56 | 57 | 58 | 59 | 60 | 61 | 62
MazEF act | -4 | -5 | 10 | -1 | 9 | 7 | x
BoNT-F LC inh | 9 | -17 | -3 | 4 | -5 | 1 | -1
Rv3671c inh | 1 | -9 | 4 | 12 | -7 | -2 | x
PrPC TRFRET | -11 | -10 | 1 | -10 | -8 | -2 | 4
Anthrax LF inh2 | -5 | -4 | 3 | 7 | -1 | -5 | 1
DUSP3 inh | 21 | -3 | 20 | 14 | -8 | x | x
CCHFV vOTU inh | -1 | 57* | -12 | 1 | 3 | -8 | 11
SARS 3CLpro inh | 3 | -1 | 2 | -1 | 3 | x | x
PriA SSB inh | 10 | 3 | -10 | -1 | -13 | -1 | x
BoNT-A LC inh2 | -1.0 | 0.9 | -0.5 | 1.9 | 0.5 | 0.2 | -0.4
